Ba/F3 V617F tox – loss of viability in JAK2V617F-driven Ba/F3 cells. inhibition, % at 5.6 µM. 1.1% of 220,000 active. Ba/F3 EpoR-JAK2V617F viability, ATP luminescence;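 active = inhibition above the campaign mean plus 3 SD over all tested compounds, cut at about 24% in these data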;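 note: cytokine-independent growth of Ba/F3 cells driven by EpoR plus mutant JAK2; 0% = DMSO-treated cells and 100% = JAK inhibitor I control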
NPY1 pot ag – human NPY-Y1 potentiation or agonism, primary screen. NPY-Y1 expressing cells, potentiator/agonist activation. P25929. activation, % at 3.6 µM. 0.37% of 220,000 active; in the data active = activation above about 33%, passing the limit was not always enough;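 note: cells stimulated with NPY at EC10 then isoproterenol at EC100; 0% = low agonist plus stimulus and 100% = saturating agonist plus stimulus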
Target sequence (P25929 whole entry, looked up): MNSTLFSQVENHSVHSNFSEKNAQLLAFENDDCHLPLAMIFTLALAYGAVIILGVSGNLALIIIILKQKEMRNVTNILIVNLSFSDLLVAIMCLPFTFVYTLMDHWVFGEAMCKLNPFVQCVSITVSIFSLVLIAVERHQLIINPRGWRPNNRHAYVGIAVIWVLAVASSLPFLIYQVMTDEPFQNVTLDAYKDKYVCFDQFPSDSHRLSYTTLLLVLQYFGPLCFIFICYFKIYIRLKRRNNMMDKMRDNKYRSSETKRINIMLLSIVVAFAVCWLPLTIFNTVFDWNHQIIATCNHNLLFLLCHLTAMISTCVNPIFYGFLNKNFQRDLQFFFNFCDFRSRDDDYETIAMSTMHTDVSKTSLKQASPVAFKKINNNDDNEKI
BaF3 tox – reduces parental Ba/F3 cell viability, JAK2V617F counter-screen; 1.1% of 220,000 active; CellTiter-Glo ATP luminescence; inhibition, % at 5.6 µM;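 active = inhibition above a per-campaign cutoff, the mean inhibition of all tested compounds plus 3 SD, cut at about 27% in these data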;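 note: 0% = DMSO wells and 100% = JAK Inhibitor I control wells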
RBBP9 inhibitor – blocks human serine hydrolase RBBP9; O75884; recombinant RBBP9, FP-Rh probe fluorescence polarization; inhibition, % at 7.94 µM; 0.2% of 220,000 active; AID 1515;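 active = inhibition above the campaign mean of all tested compounds plus 3 SD, cut at about 14% in these data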;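 note: plate controls were DMSO wells with RBBP9 for no effect and wells lacking RBBP9 protein for full effect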
Target sequence (O75884 whole entry, looked up): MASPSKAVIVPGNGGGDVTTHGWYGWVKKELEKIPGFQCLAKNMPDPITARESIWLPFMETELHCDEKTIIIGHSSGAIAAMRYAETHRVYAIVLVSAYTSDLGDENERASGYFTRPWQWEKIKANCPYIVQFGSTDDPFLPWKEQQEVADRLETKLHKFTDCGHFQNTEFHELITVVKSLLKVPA
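Controls: DMSO-treated enzyme wells and wells lacking RBBP9 | Material: RBBP9 protein | Technique: Fluorescence polarization | Replication: Single well per compound, no replicates | Buffer or medium: Tris-NaCl-Pluronic buffer, pH 8.0 | Timing: 30 min compound preincubation, 45 min probe labeling, 25 °C | Read-out basis: Percent inhibition from mP, scaled between DMSO and no-protein wells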
NPY2 pot ag – potentiates or activates human NPY-Y2 receptor. P49146. cells expressing NPY-Y2, potentiator/agonist read-out. activation, % at 3.6 µM. 0.45% of 220,000 active. AID 1359; in the data active = activation above about 27%;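 note: cells stimulated with NPY near EC25 plus isoproterenol at EC100; 0% = vehicle plus submaximal agonist and 100% = vehicle plus saturating agonist; some results beyond the cut were filed as inactive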
S1P4 antagonist – antagonists of human S1P4 receptor. O95977. S1P4-expressing cells, antagonist mode, reporter read-out. inhibition, % at 4.98 µM. 0.26% of 220,000 active; in the data active = inhibition above about 29%;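 note: 0% = wells stimulated with agonist and 100% = vehicle wells without agonist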
Target sequence (O95977 whole entry, looked up): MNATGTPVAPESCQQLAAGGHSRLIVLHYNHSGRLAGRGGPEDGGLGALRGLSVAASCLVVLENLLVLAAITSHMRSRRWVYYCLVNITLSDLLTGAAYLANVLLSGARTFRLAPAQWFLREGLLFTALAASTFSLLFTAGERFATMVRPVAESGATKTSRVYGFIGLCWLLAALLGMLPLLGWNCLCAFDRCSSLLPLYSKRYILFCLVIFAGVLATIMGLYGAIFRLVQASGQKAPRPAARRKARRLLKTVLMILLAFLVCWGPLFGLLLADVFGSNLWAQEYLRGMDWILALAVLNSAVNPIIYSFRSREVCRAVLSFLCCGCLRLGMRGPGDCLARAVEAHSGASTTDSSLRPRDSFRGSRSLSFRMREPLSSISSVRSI
S1P4 ag – agonists of human S1P4 receptor; AID 1509; activation, % at 4.98 µM; S1P4-expressing cell line, agonist reporter assay; 0.35% of 220,000 active; in the data active = activation above about 11%;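 note: 0% = DMSO vehicle and 100% = reference agonist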
Runt-CBFb FRET – inhibitors of human RUNX1 Runt domain binding to CBFb | Q01196+Q13951 | Cerulean-Runt/Venus-CBFb FRET ratio 530/480, 1 h | inhibition, % at 20 µM | 0.46% of 220,000 active;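 active = inhibition over about 50% at 20 µM in the single-dose screen, limit read from the data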;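 note: 0% = DMSO wells and 100% = excess unlabeled CBFb competitor control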
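Assay system: Cerulean-Runt domain / Medium: Tris 50 mM pH 7.5, KCl, K2SO4, 0.01% BSA / Timing: protein complex preformed 1 h, compound exposure 1 h, room temperature, dark / Measured by: FRET, excitation 422 nm, emission at 530 and 480 nm / Evaluation: loss of energy transfer signal / Control set: 5 µM unlabeled CBFb as full-inhibition high control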
NPY Y1 blocker – NPY-Y1 (human) receptor antagonism; P25929; HEK293-CNG Y1 cells, membrane potential fluorescence; NPY at EC95, then isoproterenol; inhibition, % at 3.6 µM; 1% of 200,000 active; AID 1040;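 active = inhibition above the campaign mean inhibition of all tested compounds plus 3 SD, cut at about 20% in these data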;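 note: 0% = DMSO wells given NPY plus isoproterenol and 100% = isoproterenol alone without NPY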
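System: HEK293 cells with Y1 receptor plus CNG channel / Probe or stimulus: NPY 25 nM then isoproterenol 1 µM plus Ro 20-1724 25 µM / Compound: one concentration, 3.6 µM, in 0.4% DMSO / Schedule: compound incubation 1 h at room temperature, readout 45 min post-stimulation / Measured by: membrane potential fluorescence / Read-out: % inhibition of NPY effect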
* = called active by the depositor; · = not tested or not shown.

SMILES | Ba/F3 V617F tox | NPY1 pot ag | BaF3 tox | RBBP9 inhibitor | NPY2 pot ag | S1P4 antagonist | S1P4 ag | Runt-CBFb FRET | NPY Y1 blocker
Cc1cccc(NC(=O)CSc2nnc(NC(=O)CN3CCOCC3)s2)c1 | 2 | -25 | 3 | -1 | -12 | 5 | -0.5 | 1 | 2
Cn1c(=O)c2c(nc(CN3CCN(Cc4ccccc4)CC3)n2Cc2cccc(Cl)c2)n(C)c1=O | 1 | -10 | 6 | -4 | -13 | -3 | -0.3 | -4 | 4
CC1=C(O)C(=O)OC1c1c(Cl)cccc1Cl (configuration not stated) | 2 | -17 | 1 | -9 | -1 | 7 | 0.0 | 1 | ·
CCOC(=O)c1c2c3c(c(Cl)ccc3[nH]c1=O)C(=O)c1ccccc1-2 | 6 | 10 | 7 | 1 | 3 | -19 | 0.8 | -3 | 6
CCCCCOC(=O)NCCOC(=O)Nc1ccc(C(=O)OCC)cc1 | 0 | 0 | 3 | -4 | -15 | -5 | -2.2 | -6 | 9
O=C(O)Cn1nnc2ccccc21 | 0 | -9 | 4 | -5 | 1 | -13 | 0.9 | 2 | ·
Cc1c(N)cccc1-c1nc2ccccc2[nH]1 | -6 | 2 | 1 | -7 | -3 | -4 | 0.9 | -1 | -2
COc1ccc(-c2nc(SCC(=O)Nc3nccs3)c(-c3ccc(Cl)cc3)[nH]2)cc1 | 3 | 27 | 12 | 1 | 19 | 14 | 2.1 | -2 | -2
Cc1ccc(NC=C(S(=O)(=O)c2ccccc2)S(=O)(=O)c2ccccc2)c(C)c1 | -1 | -5 | 3 | -6 | 2 | -1 | -1.1 | 0 | 9
COC(=O)c1sccc1NC(=O)CSc1ccccc1NS(=O)(=O)c1ccc(F)cc1 | 0 | 8 | 11 | -8 | -1 | -3 | -2.2 | 0 | -1
COc1ccc(C2N(Cc3ccccc3)CCN2Cc2ccccc2)cc1[N+](=O)[O-] | 3 | -10 | 5 | -6 | -14 | 7 | -2.4 | 0 | 10
c1coc(-c2nn3c(Cn4nnc5ccccc54)nnc3s2)c1 | -2 | 15 | -1 | 2 | 6 | 10 | -2.2 | 31 | -4
O=C(NC1=NCCS1)C1CCCCC1 | 0 | -9 | 4 | -6 | 10 | 4 | 1.3 | 0 | 2
CC(NC(=O)CNC(=S)N(Cc1cccs1)C1CCCC1)c1ccccc1 (configuration not stated) | 2 | 10 | 5 | -1 | 8 | 3 | 0.7 | -3 | 10
Cc1cccc(C2c3[nH]c4ccccc4c3CCN2C(=O)CN2CCOC2=O)n1 (configuration not stated) | -1 | 33 | 1 | 2 | -1 | -5 | -0.3 | -4 | 4
CCOc1ccc2[nH]cc(S(=O)(=O)c3ccc(C)cc3)c(=O)c2c1 | 6 | -26 | 13 | -3 | -11 | -4 | 2.4 | 0 | 3
Cc1ccc2cc(S(=O)(=O)NCCCN3CCOCC3)ccc2c1 | 4 | -24 | 13 | -3 | -13 | -27 | 3.2 | -2 | 5
O=C(NC1CCCc2ccccc21)C1CCCN(S(=O)(=O)c2cnc[nH]2)C1 (configuration not stated) | -3 | -11 | 5 | 6 | -7 | -1 | -1.1 | 1 | -2
CCC(C)NC(=O)C1CCCN1S(=O)(=O)c1ccc(Cl)cc1 (configuration not stated) | -2 | 9 | 1 | -2 | -13 | -30 | 0.6 | 4 | 4
Cn1c(SCc2ccc([N+](=O)[O-])cc2)nnc1-c1cccnc1 | 3 | -14 | 2 | -2 | -18 | -6 | 2.9 | 0 | 1
Cn1c(N)c(Sc2ccc(F)cc2)c(=O)n(C)c1=O | -2 | 3 | 1 | -7 | 0 | -18 | -0.6 | -2 | 2
CCCC(c1nnnn1Cc1ccc(F)cc1)N1CCN(C)CC1 (configuration not stated) | 1 | 1 | 4 | -4 | -21 | -15 | -2.3 | -2 | 9
S=C(NCc1ccccc1)N1CCc2ccccc2C1 | -2 | -2 | 6 | -9 | -8 | -13 | 0.0 | 0 | 0
Cc1ccc2oc(C(Cl)(Cl)Cl)cc(=O)c2c1 | 0 | -10 | 6 | -5 | 15 | -14 | 0.0 | -3 | 6
Cc1cccc(Cn2nc(C)cc2NC(=O)CCCn2ccc([N+](=O)[O-])n2)c1 | -1 | 4 | 4 | -9 | 14 | -36 | 0.5 | -2 | 1
Cc1c(N2C(=O)c3ccccc3C2(O)c2ccccc2)c(=O)n(-c2ccccc2)n1C (configuration not stated) | -2 | 3 | 2 | 1 | 7 | -2 | 11 | 1 | ·
Fc1ccc(-c2nnc3sc(C4COc5ccccc5O4)nn23)cc1 (configuration not stated) | -1 | -32 | 0 | -8 | -30 | -6 | -1.4 | -4 | 12
CCc1nc2ccccc2n1CC(=O)Nc1cc(C)on1 | -1 | -1 | 7 | -6 | 7 | 3 | 0.6 | 1 | 9
Cc1nc2ccc(NC(=O)c3cccc(C(F)(F)F)c3)cc2o1 | 3 | 2 | 5 | -11 | 1 | -6 | 0.1 | -1 | 3
Cc1ccc(-n2c(NN)nc3ccccc3c2=O)c(C)c1 | 5 | -5 | 12 | 0 | -2 | -7 | -1.8 | -1 | 4
CC1CCc2c(sc(NC(=O)c3ccc(-c4ccccc4[N+](=O)[O-])o3)c2C#N)C1 (configuration not stated) | -2 | 14 | 1 | -5 | -19 | 8 | 1.2 | 1 | 8
CCOC(=O)N1CCN(S(=O)(=O)c2ccc(C(=O)Nc3nc4ccc(F)cc4s3)cc2)CC1 | 2 | 15 | 4 | 4 | -19 | -10 | 2.6 | -3 | -10
O=S(=O)(N/N=C1/CC(c2ccccc2)Oc2ccccc21)c1ccc(Br)cc1 (configuration not stated) | 1 | -9 | 5 | -10 | -11 | 2 | -1.9 | 0 | 4
CN(C)S(=O)(=O)c1ccc(C(=O)Nc2nnc(Cc3ccccc3)s2)cc1 | 0 | 0 | 3 | 1 | -6 | -1 | -0.9 | -1 | -3
O=C(CN1CCOc2ccccc21)NC1CCCCCCC1 | -4 | -4 | 0 | 8 | -7 | 5 | -4.9 | · | 10
C#CCOC(=O)c1ccc(-n2cncn2)nc1 | 2 | -1 | 8 | -3 | 8 | -24 | 1.3 | 2 | -6
O=C(CNc1ccc(F)cc1)N/N=C/C1CC=CCC1 (configuration not stated) | -4 | 6 | 0 | -9 | 4 | -6 | -0.7 | 4 | -6
O=S(=O)(c1cccs1)n1cccn1 | -3 | 12 | -2 | 6 | -3 | -13 | -2.2 | 0 | 0
Cc1cc(C(=O)N/N=C/c2ccc(Cl)c([N+](=O)[O-])c2)c(C)n1-c1ccc(F)cc1 | 0 | 2 | 5 | -16 | 12 | -2 | -2.1 | 0 | -5
Clc1ccc(OCCSc2ncccn2)cc1 | -2 | 16 | 5 | 4 | 0 | 1 | 1.7 | 0 | 0
CN(CCOC(=O)C1c2ccccc2Oc2ccccc21)C(C)(C)C | 4 | -8 | 8 | -2 | -16 | -12 | 0.3 | 1 | 6
CN(C)c1ccc(/C=C/C(=O)c2ccc(C(C)(C)C)cc2)cc1[N+](=O)[O-] | -1 | 17 | 4 | -5 | 5 | -10 | -0.9 | -10 | 0
CCNC(=O)COc1cc(C)c(Cl)c(C)c1 | -2 | -8 | 1 | 8 | 13 | 5 | 1.6 | 1 | -3
Cc1nnc(N(C)C(=O)c2ccncc2)s1 | 2 | -13 | 3 | -8 | 6 | -1 | 0.3 | 1 | -1
CC1CCc2cc(F)ccc2N1C(=O)CCC(=O)O (configuration not stated) | -1 | 12 | 2 | -3 | -9 | 0 | 0.8 | -1 | 0
CC1(C)CC(=O)C(C=Nc2ccncc2)=C(O)C1 | -4 | 5 | 5 | -4 | 1 | -7 | 0.1 | · | 10
Cc1c(-n2cc(C(=O)O)c(=O)c3cc(F)c(N4CCCC(O)C4)c(F)c32)c(=O)n(-c2ccccc2)n1C (configuration not stated) | 2 | 6 | 0 | -4 | -5 | -24 | 0.2 | 0 | -6
Cc1oc(-c2ccc(Cl)cc2)nc1CN1CCC(C(=O)NCc2ccco2)CC1 | -5 | -39 | 0 | -3 | -5 | -10 | -2.2 | -2 | 3
CCCS(=O)(=O)N1CCC(C(=O)NC2CCC(C)CC2)CC1 (configuration not stated) | -2 | 12 | 0 | 3 | 13 | -5 | 3.1 | 0 | 0
CCCc1cc(=O)[nH]c(SCC(=O)c2[nH]c(C)c(C(=O)OCC)c2C)n1 | 1 | -1 | 7 | -3 | 9 | 6 | -2.2 | -3 | 2
CC(C)(C)C1CCc2c(sc(NC(=O)C3CC=CCC3C(=O)O)c2C#N)C1 (configuration not stated) | 2 | 3 | 9 | -1 | 18 | -10 | 0.9 | -2 | -2
CCOC(=O)c1sc(N2N=C(C)C(N=Nc3cccc(C)c3)C2=O)nc1C (configuration not stated) | -2 | -35 | 3 | -5 | -5 | 5 | 0.8 | -2 | ·
CC(=O)c1cc2c(cc1NC(=O)c1cnc(C)cn1)OCO2 | -5 | 2 | 4 | -4 | 6 | -1 | 0.2 | 0 | -12
CCNc1nc(NC(C)C)nc(N(C#N)CCOc2ccc(Cl)cc2Cl)n1 | 4 | -28 | 7 | -3 | -15 | 8 | 0.6 | -3 | 1
Cc1ccc(NC(=O)c2nc[nH]c2C(=O)N2CCCCC2)c(C(=O)c2ccccc2)c1 | 1 | 7 | 2 | -4 | -9 | -24 | 1.0 | -2 | 2
CCN(CCCNC(=O)c1c(C)cc(=O)oc1C)c1ccccc1 | 3 | 6 | 7 | -5 | -9 | -2 | 0.3 | 2 | 0
COC(=O)c1sccc1NC(=S)Nc1cc(OC)ccc1OC | 0 | -1 | 3 | -5 | 8 | -7 | 1.6 | 4 | 4
COC(=O)C1=C(C)N=C2SC(C)C(=O)N2C1c1cccs1 (configuration not stated) | -2 | 6 | 2 | 1 | 17 | 8 | 0.4 | 2 | 3
COC(=O)C1=C(C)NC(=O)C1(Nc1ccc(Cl)cn1)C(F)(F)F (configuration not stated) | -4 | -7 | 0 | 2 | 1 | -9 | 2.2 | 0 | -4
COc1ccc(CN(C)Cc2nc(Cc3ccccc3Cl)no2)cc1OC | 3 | 1 | 5 | -11 | -12 | -3 | -1.2 | 0 | 3

Compound profiles, from the list above. Order of values: Ba/F3 V617F tox, NPY1 pot ag, BaF3 tox, RBBP9 inhibitor, NPY2 pot ag, S1P4 antagonist, S1P4 ag, Runt-CBFb FRET, NPY Y1 blocker
Profile of CCOC(=O)c1sc(N2N=C(C)C(N=Nc3cccc(C)c3)C2=O)nc1C (configuration not stated) = -2, -35, 3, -5, -5, 5, 0.8, -2, ·
Profile of COC(=O)C1=C(C)N=C2SC(C)C(=O)N2C1c1cccs1 (configuration not stated) = -2, 6, 2, 1, 17, 8, 0.4, 2, 3
Profile of COc1ccc(CN(C)Cc2nc(Cc3ccccc3Cl)no2)cc1OC = 3, 1, 5, -11, -12, -3, -1.2, 0, 3
